High-throughput results (PubChem)
VEEV TC-83 Vero = inhibitors of VEEV TC-83 cytopathic effect, confirmation, Vero cells (AID 588727); 0.13% of 350,000 active; Vero cells, VEEV TC-83 cytopathic effect inhibition; higher % means a stronger effect; one-dose inhibition, % at 20 µM; IC50 in µM for titrated hits; in the data active = a potency from the dose series; note: strong numbers were not always called active
* = called active by the depositor; i = inactive. Not all compounds are listed; rates above refer to the full screens.

1: Cc1ccc2c(c1)CCO[C@@]21O[C@H](CCO)C[C@H](O)[C@H]1O
- VEEV TC-83 Vero: 4.2%

2: Cc1noc(C)c1S(=O)(=O)N(C)C[C@H]1OCCCC[C@@H](C)Oc2ccc(NS(=O)(=O)c3cn(C)cn3)cc2C(=O)N([C@H](C)CO)C[C@@H]1C
- VEEV TC-83 Vero: i

3: CC(=O)Nc1cccc(OCc2ccc([N+](=O)[O-])cc2)c1
- VEEV TC-83 Vero: i

4: CC(C(=O)N1CCCC1)N(c1ccc(Cl)cc1)S(C)(=O)=O (centres undefined)
- VEEV TC-83 Vero: 1.9%

5: COCCNC(=O)c1ccc(N2CC3CC(C2)c2cccc(=O)n2C3)c(NC(=O)c2ccc(C(C)(C)C)cc2)c1 (centres undefined)
- VEEV TC-83 Vero: i

6: O=S(=O)(c1cnccc1N1CCN(CCO)CC1)N1CCCC1
- VEEV TC-83 Vero: i

7: Cc1ccc(OCC(=O)NNC(=O)c2cc(S(=O)(=O)N(C)C)ccc2N2CCCC2)cc1
- VEEV TC-83 Vero: 2.0%

8: C[C@@H]1CN([C@@H](C)CO)C(=O)CCCn2nncc2CO[C@H]1CN(C)Cc1cccc2c1OCCCO2
- VEEV TC-83 Vero: 5.2%

9: COC(=O)c1cn(C(=O)c2ccc3c(c2)OCO3)c2ccccc12
- VEEV TC-83 Vero: i

10: COc1ccccc1S(=O)(=O)N(C)C[C@H]1OCc2cnnn2CCCC(=O)N([C@H](C)CO)C[C@H]1C
- VEEV TC-83 Vero: i

11: COc1ccccc1C(=O)NCC(=O)N(C)Cc1nc2ccccc2c(=O)[nH]1
- VEEV TC-83 Vero: 1.3%

12: COC(=O)/C=C/c1sc2nc(C)cc(C)c2c1N=CN(C)C
- VEEV TC-83 Vero: 7.7%

13: O=C1C=CC(n2cc(F)c(=O)[nH]c2=O)O1 (centres undefined)
- VEEV TC-83 Vero: 5.2%

14: OCC1OC(n2cnc3c(N4CCCC4)ncnc32)C(O)C1O (centres undefined)
- VEEV TC-83 Vero: 1.2%

15: COc1ccc(Br)cc1C=NNS(=O)(=O)c1ccc(C)cc1
- VEEV TC-83 Vero: 8.1%

16: Cc1noc(C)c1NC(=O)N(C)C[C@H]1OCCCC[C@@H](C)Oc2ccc(NC(=O)Nc3ccc(F)cc3)cc2C(=O)N([C@@H](C)CO)C[C@H]1C
- VEEV TC-83 Vero: 0.6%

17: Cc1cccc(Nc2cc(=O)n(C)c(=O)n2C)c1
- VEEV TC-83 Vero: 0.6%

18: CC(C)CC1C(=O)N(Cc2cn(CC3CCCCC3)nn2)CCS(=O)(=O)N1Cc1ccc(-c2cccc(CO)c2)cc1 (centres undefined)
- VEEV TC-83 Vero: 6.9%

19: C[C@@H]1CN([C@H](C)CO)C(=O)CCCn2nncc2CO[C@H]1CN(C)C(=O)Nc1ccc(N2CCN(C)CC2)cc1
- VEEV TC-83 Vero: 0.1%

20: O=C(COC(=O)COc1ccc(Cl)cc1Br)NC1CCCC1
- VEEV TC-83 Vero: i

21: C[C@@H]1CN([C@H](C)CO)S(=O)(=O)c2ccc(C#Cc3ccccc3F)cc2O[C@@H]1CN(C)C(=O)Cc1ccccc1
- VEEV TC-83 Vero: 3.9%

22: CSc1ccccc1C(=O)OCC(=O)NC1CCCCCCC1
- VEEV TC-83 Vero: 0.2%

23: CCOC(=O)N1CCN(S(=O)(=O)N2CCCC(C(=O)NCc3cc(OC)ccc3OC)C2)CC1 (centres undefined)
- VEEV TC-83 Vero: i

24: COc1ccc(-n2nnnc2CNC(=O)C2CC(=O)N(c3ccc(F)cc3)C2)cc1 (centres undefined)
- VEEV TC-83 Vero: 1.3%

25: CN(C(=O)COc1ncnc2ccc(Br)cc12)C1CCCCC1
- VEEV TC-83 Vero: i

26: COc1ccc(C(C#N)=Cc2ccc(N(C)CCC#N)cc2)cc1
- VEEV TC-83 Vero: 3.7%

27: COc1ccc(S(=O)(=O)N2CCN(C(=O)c3ccccc3Cc3ccccc3)CC2)cc1OC
- VEEV TC-83 Vero: i

28: O=C(NCCOc1ccccc1)C1CCN(C(=O)Nc2ccccc2)CC1
- VEEV TC-83 Vero: 1.9%

29: COCc1ccc(C(=O)N2CCCC(N(C)CCc3ccccc3)C2)s1 (centres undefined)
- VEEV TC-83 Vero: 3.8%

30: CN(CC(=O)Nc1ccc(F)c(F)c1F)C(=O)CCN1C(=O)C2CC=CCC2C1=O (centres undefined)
- VEEV TC-83 Vero: 3.2%

31: CCCCCCN1C[C@@H](n2cc(C3CC3)nn2)[C@H](O)C[C@@H]1c1ccc(Cl)cc1
- VEEV TC-83 Vero: i

32: C[C@@H]1CN([C@H](C)CO)C(=O)CCCn2nncc2CO[C@@H]1CN(C)C(=O)c1ccncc1
- VEEV TC-83 Vero: 1.6%

33: CC(=O)OC1CCC2C3CCc4cc(OP(=O)(N5CC5)N5CC5)ccc4C3CCC12C (centres undefined)
- VEEV TC-83 Vero: 1.2%

34: O=C(COC(=O)c1ccc(OC(F)F)cc1)NCC1CCCO1 (centres undefined)
- VEEV TC-83 Vero: i

35: COc1ccc(-n2c(COc3ccc(Cl)cc3Cl)n[nH]c2=S)cc1
- VEEV TC-83 Vero: 0.3%

36: CCOC(=O)c1cc(OCC)c2c(ccc3ccccc32)n1
- VEEV TC-83 Vero: 6.9%

37: O=C(Nc1cccc2c1[nH]c(=O)c1ccccc12)C(F)(F)F
- VEEV TC-83 Vero: 2.1%

38: C[C@@H]1CCCCO[C@H](CN(C)Cc2ccccc2)[C@@H](C)CN([C@H](C)CO)C(=O)c2cc(NS(=O)(=O)c3ccc(Cl)cc3)ccc2O1
- VEEV TC-83 Vero: 3.8%

39: COC(=O)N(C)C[C@@H]1OCc2cnnn2CCCC(=O)N([C@@H](C)CO)C[C@H]1C
- VEEV TC-83 Vero: i

40: CCOC(=O)C(C)N1c2cccc3cccc(c23)S1(=O)=O (centres undefined)
- VEEV TC-83 Vero: i

41: C[C@H]1CN([C@@H](C)CO)C(=O)CCCn2nncc2CO[C@H]1CN(C)C(=O)C1CC1
- VEEV TC-83 Vero: 2.2%

42: N#Cc1ccc(C(=O)Nc2cc(S(=O)(=O)N3CCOCC3)ccc2N2CCOCC2)cc1
- VEEV TC-83 Vero: i

43: Cc1cc(Cl)ccc1N(CC(=O)N(C)Cc1ccccc1)S(C)(=O)=O
- VEEV TC-83 Vero: 1.0%

44: COc1ccc(OC)c(C(=O)CSc2nnc(C3CC3)n2C2CC2)c1
- VEEV TC-83 Vero: 0.1%

45: Cc1cccc(C)c1NC(=O)CN1CCN(C(=O)CNC(=O)Cc2cccc3ccccc23)CC1
- VEEV TC-83 Vero: i

46: COc1ccc(Cn2c(=O)oc3ccccc32)cc1
- VEEV TC-83 Vero: i

47: CN(CC(=O)Nc1ccc(Cl)cc1)C(=O)CN1C(=O)C2CCCCC2C1=O (centres undefined)
- VEEV TC-83 Vero: 0.9%

48: CCN(CC)C(=O)C1=C(C)N(CCC2=CCCCC2)C(=O)C(CC(=O)NCc2cccc3ccccc23)C1 (centres undefined)
- VEEV TC-83 Vero: 4.7%

49: C[C@H]1CN([C@@H](C)CO)C(=O)CCCn2nncc2CO[C@H]1CN(C)S(=O)(=O)c1ccc2ccccc2c1
- VEEV TC-83 Vero: 0.1%

50: O=C(C1=C(O)C(=O)N(CCN2CCOCC2)C1c1cccc([N+](=O)[O-])c1)c1cc2ccccc2o1 (centres undefined)
- VEEV TC-83 Vero: 1.0%

By substructure: the compounds so far with an aryl thioether with sulfur outside any ring (two)
22: CSc1ccccc1C(=O)OCC(=O)NC1CCCCCCC1
- VEEV TC-83 Vero: 0.2%

44: COc1ccc(OC)c(C(=O)CSc2nnc(C3CC3)n2C2CC2)c1
- VEEV TC-83 Vero: 0.1%

Structures above that contain a thiophene ring, fused or not:
12: COC(=O)/C=C/c1sc2nc(C)cc(C)c2c1N=CN(C)C
- VEEV TC-83 Vero: 7.7%

29: COCc1ccc(C(=O)N2CCCC(N(C)CCc3ccccc3)C2)s1 (centres undefined)
- VEEV TC-83 Vero: 3.8%

Other structures:
item | Structure | VEEV TC-83 Vero
51 | C[C@@H]1CN([C@@H](C)CO)C(=O)c2cc(NC(=O)C3CCCCC3)ccc2O[C@@H](C)CCCCO[C@@H]1CN(C)Cc1ccncc1 | i
52 | CC1C(=O)N(Cc2cn(CCC3OCCO3)nn2)CCS(=O)(=O)N1Cc1ccc(-c2ccc(Cl)c(Cl)c2)cc1 (centres undefined) | 1.8%
53 | Cc1ccc2c(c1)nc1c3ccccc3nc(-c3ccccc3N)n21 | i
54 | COc1cc2c(cc1OC)C(=NO)CCCC2 | i
55 | COc1cccc2ccc(CC(O)(c3ccccc3)c3ccccc3)nc12 | 1.3%
56 | Cc1ccc(S(=O)(=O)NC(C)C(=O)OCC(=O)Nc2sccc2C(N)=O)cc1 (centres undefined) | 0.4%
57 | C[C@@H]1CN([C@H](C)CO)S(=O)(=O)c2ccc(Br)cc2O[C@H]1CN(C)C(=O)Nc1cccc(F)c1 | 1.9%
58 | Cc1nc(NC(=O)c2ccccc2)sc1-c1cc(C(=O)O)nn1Cc1ccccc1 | 0.2%
59 | CN(Cc1ccc(Cl)cc1Cl)C(=O)C1CC(=O)N(Cc2ccco2)C1 (centres undefined) | 1.1%

Along the list, from the results shown.
VEEV TC-83 Vero, compounds 54–57: i, 1.3%, 0.4%, 1.9%

Entries listed so far that contain an NH in an aromatic ring:
item | Structure | VEEV TC-83 Vero
11 | COc1ccccc1C(=O)NCC(=O)N(C)Cc1nc2ccccc2c(=O)[nH]1 | 1.3%
13 | O=C1C=CC(n2cc(F)c(=O)[nH]c2=O)O1 (centres undefined) | 5.2%
35 | COc1ccc(-n2c(COc3ccc(Cl)cc3Cl)n[nH]c2=S)cc1 | 0.3%
37 | O=C(Nc1cccc2c1[nH]c(=O)c1ccccc12)C(F)(F)F | 2.1%
